Compound activity deposited in PubChem BioAssay by National Center for Advancing Translational Sciences (NCATS).
GLS inhibitor: inhibitors of human glutaminase (GLS); actives 0.21% (n = 410,000); AID 624170; Potency, µM (doses to about 45.5 µM), without a hit: at the top dose activity change, negative = inhibition, actives largely listed as inhibitors; O94925; GLS enzymatic activity, qHTS titration; active = well fitted inhibition curve with a large enough effect; also: potency is read from the fitted curve at half-maximal effect
Target sequence (O94925 whole entry, looked up): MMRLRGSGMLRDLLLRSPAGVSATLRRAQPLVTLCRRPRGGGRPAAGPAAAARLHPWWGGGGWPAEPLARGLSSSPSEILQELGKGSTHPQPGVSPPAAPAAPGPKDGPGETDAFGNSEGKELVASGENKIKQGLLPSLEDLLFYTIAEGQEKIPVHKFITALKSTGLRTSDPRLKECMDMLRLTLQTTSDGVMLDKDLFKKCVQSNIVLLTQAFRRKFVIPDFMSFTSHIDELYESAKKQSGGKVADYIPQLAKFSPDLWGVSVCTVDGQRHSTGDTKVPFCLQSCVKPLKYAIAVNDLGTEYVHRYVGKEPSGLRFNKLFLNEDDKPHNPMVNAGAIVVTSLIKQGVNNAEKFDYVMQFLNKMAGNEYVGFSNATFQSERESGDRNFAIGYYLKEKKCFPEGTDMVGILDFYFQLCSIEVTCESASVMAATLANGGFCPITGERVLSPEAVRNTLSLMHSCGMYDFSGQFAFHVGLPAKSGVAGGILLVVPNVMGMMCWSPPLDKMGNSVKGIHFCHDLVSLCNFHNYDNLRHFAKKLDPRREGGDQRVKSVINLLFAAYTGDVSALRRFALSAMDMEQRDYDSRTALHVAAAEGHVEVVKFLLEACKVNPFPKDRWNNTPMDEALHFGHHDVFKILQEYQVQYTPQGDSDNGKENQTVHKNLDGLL
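Human kidney-isoform GLS in 45 mM KH2PO4 pH 8.2, 0.02% Tween-20, with compound, started with 1mM L-Glutamine (added stock). Glutamate oxidase/HRP/Amplex red coupled fluorescence read at start and after 30 min at RT.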
PI4K2A inh: blocks human PI4K2A kinase activity; Q9BTU6; purified PI4K2A, ADP-Glo luminescence, 1 h; hits give low values; activity change, negative = inhibition, % at 76.9 µM; actives 0.13% (n = 420,000); in the data active = activity change below about -50%;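 also: -100% = wells without enzyme as full effect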
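In this quantitative HTS, ADP production by PI4K2A was quantified luminescently after 1 h at ambient temperature; 100 microM adenosine served as plate-quality control.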
* marks the source's active call; other numbers are inactive results; & = joins results of further samples; [ ] = dose if it differs, or a comment. Unless noted, % is scaled to controls: 0 for no effect and ±100 for the full control effect. This is a subset; count on the stated rates, not on these rows.

SMILES	GLS inhibitor	PI4K2A inh
NC(COCc1ccccc1)c1csc(Nc2ccccn2)n1 (stereo unspecified)	2%	2
CNc1cncc(-c2cccc(NS(C)(=O)=O)c2)n1	0%	5
COC(=O)C1CCN(C2CN(Cc3ccc([N+](=O)[O-])cc3)S(=O)(=O)C2)CC1 (stereo unspecified)	3%	2
OC[C@@H]1CN(Cc2cccc3ccccc23)C[C@H](n2cnc3c(NCc4ccco4)ncnc32)O1	0%	-7
O=C(Oc1ccccc1)c1ccccc1O	8%	4
O=c1[nH]c(=S)[nH]c2c1C(c1ccc(Cl)cc1)OC(C1CCCCC1)C2 (stereo unspecified)	0%	14
CCCS(=O)(=O)NC(=O)C1(C)CCCN(C(=O)C(C)(C)Oc2ccc(Cl)cc2)C1 (stereo unspecified)	-2%	0
COc1ccc(NC(=O)C2Cc3c(-c4ccccc4Oc4ccccc4)ccnc3O2)cc1OC (stereo unspecified)	10%	0
CCCNC(=O)C1(C)CCCN(Cc2ccc(-c3ccccn3)cc2)C1 (stereo unspecified)	6%	4
CCCNC(=O)c1cc(C2CCCCN2S(C)(=O)=O)on1 (stereo unspecified)	0%	-7
COc1cccc(C(C)(O)c2nc(-c3cccc(C#N)c3)cs2)c1 (stereo unspecified)	0%	1
Oc1ccccc1C=NCc1ccccc1	6%	-2
O=C(CSc1nc2ccccc2c(=O)n1-c1ccc(F)c(Cl)c1)Nc1ccc2c(c1)CCC2	4%	1
CC(C)C[C@H]1CN([C@@H](Cc2ccc(O)cc2)CN2CCC[C@H]2CN2C(=O)C(=O)NC[C@@H]2Cc2ccc(O)cc2)C(=O)C(=O)N1CCc1ccccc1	19%	2
COc1ccc(-n2nnnc2C(C2CC2)N2CCN(C/C=C/c3ccccc3)CC2)cc1 (stereo unspecified)	-7%	-4
CSc1ccc(NC(=O)C2(C)CCN2C(=O)C2(c3ccccc3)CC2)cc1 (stereo unspecified)	-2%	-2
O=C(O)CNC(=O)CNC(=O)CNC(=O)CSC(=O)c1ccccc1	-16%	4
CC1(Cc2ccc(F)cc2)C(=O)Nc2ccc(S(=O)(=O)NC3CCCCC3)cc21 (stereo unspecified)	8%	-3
COc1ccc(C(=O)c2[nH]c(N)c(C(=O)NCCc3c[nH]c4ccccc34)c2-c2ccc(C(F)(F)F)cc2)cc1	-6%	8
COc1ccc(C(N)c2csc(Nc3ccc(C(F)(F)F)cn3)n2)cc1 (stereo unspecified)	14%	-3
COc1ccc(C#Cc2ccc3c(c2)O[C@H](CN(C)S(=O)(=O)c2ccccc2F)[C@H](C)CN([C@H](C)CO)S3(=O)=O)cc1	11%	1
O=C(NCc1ccccc1)c1cc(C2CCCCN2S(=O)(=O)c2ccccc2)on1 (stereo unspecified)	3%	0
CCCCn1nnnc1C(c1ccccc1)N1CCN(c2ccc(OC)cc2)CC1 (stereo unspecified)	31%[activator]	-3
COc1ccc(CCCNC(=O)C2Cc3c(-c4cccc(NC(C)=O)c4)ccnc3O2)cc1 (stereo unspecified)	2%	-4
OC(c1ccccc1)c1nc(-c2cccc(C(F)(F)F)c2)cs1 (stereo unspecified)	13%	-3
Cc1ccc(OC2CCN(C(=O)[C@H]3O[C@@H](n4ccc(=O)[nH]c4=O)[C@H](O)[C@@H]3O)CC2)cc1	2%	-3
CCCC(=O)N1CCC1(C)C(=O)NS(=O)(=O)c1ccc(C#N)cc1 (stereo unspecified)	5%	-4
COc1ccc(CCNC(=O)c2cc3ccc(Cl)cc3nc2N)cc1	4%	-1
Cn1c(=O)c2c(-c3ccccc3)n(-c3ccccc3F)cc2n(C)c1=O	11%	-2
CCCCC(=O)N(C)c1c(CC)nc2c(OCCC)cccn12	3%	-4
CCCN1CCC(C(=O)NC(c2ccc(F)cc2)c2ncccc2C)CC1 (stereo unspecified)	-14%	1
CCCNC(=O)C1(C)CCCN(C(=O)COCc2ccccc2)C1 (stereo unspecified)	-3%	-3
Cn1cnc2c(F)c(Nc3ccc(Br)cc3Cl)c(C(=O)NOCCO)cc21	1%	2
CCc1nc2c(OCCc3cccc(OC)c3)cccn2c1N(C)C(=O)c1ccc(C)cc1	-1%	1
O=C(NCc1ccccc1Cl)c1ccc2nc([C@@H]3O[C@H](CO)[C@@H](O)[C@H]3O)[nH]c2c1	0%	0
C[n+]1cccc(NC(=O)c2ccccc2)c1	-9%	5

Compound profiles, from the list above. Screens in order: GLS inhibitor | PI4K2A inh
Entry for CCCNC(=O)C1(C)CCCN(C(=O)COCc2ccccc2)C1 (stereo unspecified) : -3% | -3
Entry for CCCCC(=O)N(C)c1c(CC)nc2c(OCCC)cccn12 : 3% | -4
Entry for Cn1c(=O)c2c(-c3ccccc3)n(-c3ccccc3F)cc2n(C)c1=O : 11% | -2
Entry for CCCN1CCC(C(=O)NC(c2ccc(F)cc2)c2ncccc2C)CC1 (stereo unspecified) : -14% | 1

Carrying on:
SMILES	GLS inhibitor	PI4K2A inh
CCCCC(c1nc2ccccc2[nH]1)n1c(-c2ccccc2)nc2ccccc21 (stereo unspecified)	-12%	0
Cc1ccc(C(=O)N2CCN(c3ccc4c(c3)C3CC4CCN3C(=O)OCc3ccccc3)CC2)cc1 (stereo unspecified)	16%	-1
CCOC(=O)C(=C1Nc2ccccc2N1)n1c(-c2cnccn2)nc2ccccc21	-18%	-4
NC(CCc1ccccc1)c1csc(Nc2ccc(C(F)(F)F)cn2)n1 (stereo unspecified)	10%	-4
CCCCOCCCNC(=O)C[C@@H]1C[C@@]2(C(=O)OCC)CCCC=C2N(Cc2ccco2)C1=O	-4%	-7
CNc1ccc2ncc(-c3ccccc3NC(C)=O)n2n1	-1%	-3
CC(=O)Nc1ccn(C2COC(COC(=O)c3ccccc3)O2)c(=O)n1 (stereo unspecified)	-1%	0
Cc1c(C(=O)NCc2cccc([N+](=O)[O-])c2)sc(=O)n1Cc1cccc(F)c1	1%	0
Cc1cc(C)c(C(O)c2ncc(-c3ccccc3C)[nH]2)c(C)c1 (stereo unspecified)	-1%	7
COc1ccc(C2=Nc3ccccc3NC(=O)C2N(CCCn2ccnc2)C(=O)c2cccc(S(C)(=O)=O)c2)cc1 (stereo unspecified)	11%	1
NC(=O)c1cccc(-c2ccnc3c2CC(C(=O)NCCC(F)(F)F)O3)c1 (stereo unspecified)	0%	1
O=C(NCc1ccc(F)cc1)c1cc(C2CCCCN2C(=O)c2ccccn2)on1 (stereo unspecified)	2%	-1
CCc1ccc(C(O)c2ncc(-c3ccccc3Cl)[nH]2)cc1 (stereo unspecified)	1%	-1
CCCNC(=O)C1(C)CCCN(C(=O)c2ccc3c(c2)CCO3)C1 (stereo unspecified)	5%	-5
CC1(C(=O)NS(=O)(=O)c2cccc(C#N)c2)CCN1C(=O)Cc1ccc(-c2ccccc2)cc1 (stereo unspecified)	4%	2
Cc1cccc(C)c1C(O)c1ncc(-c2cccc(F)c2)[nH]1 (stereo unspecified)	2%	2
Fc1ccc(-c2nc3c4ccccc4ccn3c2Cc2cccc(Cl)c2)cc1	-6%	-19
COc1cccc(-c2cccc(-c3nc(C(=O)NCc4ccc5c(c4)OCO5)cc4c3[C@H](CCO)N(S(=O)C(C)(C)C)C4)c2)c1 (stereo partly specified)	65%[activator]	-24
CCC(CO)Nc1ccn2nc(-c3cc(OC)c(OC)c(OC)c3)cc2n1 (stereo unspecified)	-4%	3
COc1cc(-c2ccc(N3C(c4ccsc4)=Cc4ccc(F)cc4C3c3c[nH]c4ccc(C#N)cc34)cc2)cc(OC)c1OC (stereo unspecified)	3%	-4
CCCCn1nnnc1C(c1ccccc1)N1CCN(c2ncccc2C(F)(F)F)CC1 (stereo unspecified)	1%	1
NC(=O)c1cccc(Nc2nc(C(N)Cc3ccc(C(F)(F)F)cc3)cs2)n1 (stereo unspecified)	18%	-6
COc1ccc(OC)c(NC(=O)C2(C)CCN2C(=O)Cc2ccc(Cl)cc2Cl)c1 (stereo unspecified)	-9%	4
CC1(C(=O)NCC(F)(F)F)CCN1C(=O)C1(c2ccccc2)CC1 (stereo unspecified)	0%	2

5 of the compounds above, as a markdown table:
| compound | GLS inhibitor | PI4K2A inh |
| --- | --- | --- |
| CC1(C(=O)NCC(F)(F)F)CCN1C(=O)C1(c2ccccc2)CC1 (stereo unspecified) | 0% | 2 |
| CCCNC(=O)C1(C)CCCN(C(=O)c2ccc3c(c2)CCO3)C1 (stereo unspecified) | 5% | -5 |
| Cc1cccc(C)c1C(O)c1ncc(-c2cccc(F)c2)[nH]1 (stereo unspecified) | 2% | 2 |
| CCCCn1nnnc1C(c1ccccc1)N1CCN(c2ncccc2C(F)(F)F)CC1 (stereo unspecified) | 1% | 1 |
| COc1cc(-c2ccc(N3C(c4ccsc4)=Cc4ccc(F)cc4C3c3c[nH]c4ccc(C#N)cc34)cc2)cc(OC)c1OC (stereo unspecified) | 3% | -4 |

Three compounds out of the list, sorted by length of the SMILES, descending.
SMILES	GLS inhibitor	PI4K2A inh
COc1cc(-c2ccc(N3C(c4ccsc4)=Cc4ccc(F)cc4C3c3c[nH]c4ccc(C#N)cc34)cc2)cc(OC)c1OC (stereo unspecified)	3%	-4
NC(=O)c1cccc(Nc2nc(C(N)Cc3ccc(C(F)(F)F)cc3)cs2)n1 (stereo unspecified)	18%	-6
CCC(CO)Nc1ccn2nc(-c3cc(OC)c(OC)c(OC)c3)cc2n1 (stereo unspecified)	-4%	3

More structures
SMILES	GLS inhibitor	PI4K2A inh
CCNC(=O)N(C)[C@H]1C[C@H]2c3[nH]c4ccccc4c3CCN2C[C@H]1[C@H](C)O	1%	-2
CS(=O)(=O)Nc1ccccc1-c1cccc2nccn12	28%	-5
O=C(O)Cc1csc(-c2ccc(Cl)cc2)n1	11%	1
CCCC(=O)N1CCC1(C)C(=O)NS(=O)(=O)c1cc(C)ccc1F (stereo unspecified)	3%	-1
Cc1cccc(C)c1-n1nnnc1C1(C)CCC(=O)N1c1ccc(N2CCOCC2)cc1 (stereo unspecified)	-10%	-17
C=CCNc1nc(NCCNC(C)=O)c2sc(-c3ccccc3)cc2n1	9%	-5
NC(c1csc(Nc2nncc3ccccc23)n1)C1CCCCC1 (stereo unspecified)	4%	-5
C[C@H]1COc2cccc(N(C)CCO)c2S(=O)(=O)N1	8%	-2
CCc1nc2c(OCc3ccccc3C(=O)OC)cccn2c1N(C)C(=O)c1cccs1	0%	3
CCOC(=O)C1(C)CCCN(C(=O)c2cc(F)cc(F)c2)C1 (stereo unspecified)	-2%	-1
C=CCC[C@H](CCCCC)OC(=O)/C=C/[C@@H](O)[C@H](O)C[C@@H](O)CC=C	-18%	3
Cc1ncc(CO)c(C=O)c1O	-7%	-2&0
N#Cc1ccc2[nH]cc(C3c4cc(F)ccc4C=C(c4ccsc4)N3c3ccc(C#CCCO)cc3)c2c1 (stereo unspecified)	4%	0
C[N+](C)(C)CCNC(=O)c1ccccc1	-1%	-4
COc1ccccc1CNc1nc(Nc2ccccc2OC)c2sccc2n1	-2%	4
CC(C)N(C)c1ncnc2c1ncn2[C@H]1CN(Cc2ccc3c(c2)OCO3)C[C@@H](CO)O1	1%	-4
Cc1ccc(Cn2cc(CN3CC(N4CCN(C)CC4)CS3(=O)=O)nn2)cc1 (stereo unspecified)	-5%	-2
COc1ccc(NC(=O)c2cc(C3CCCCN3C(=O)OCc3ccccc3)on2)c(C)c1 (stereo unspecified)	-1%	4
O=C(NCc1cccs1)c1csc(COCCO)n1	-4%	1
CCCCNC(=O)C1(C)CCCCN1C(=O)c1cc(C)n(C(C)(C)C)n1 (stereo unspecified)	5%	0
Cc1noc(C)c1C(=O)N1CCC1(C)C(=O)NS(=O)(=O)c1ccc(C#N)cc1 (stereo unspecified)	18%	60
Fc1ccccc1CNc1nc(NCC2CC2)nc2ccsc12	5%	-1
O=C(O)c1ccccc1-c1ccc(C(F)(F)F)cc1	7%	5
CN(Cc1ccccc1)C(=O)[C@@H]1CCCN1	0%	1
CCC(=O)N1CCC1(C)C(=O)Nc1ccc(F)cc1 (stereo unspecified)	4%	1
Nc1ncnc2c1ncn2[C@@H]1O[C@H](C(=O)NS(=O)(=O)c2cccc(F)c2)[C@@H](O)[C@H]1O	7%	-14
CC1(C(=O)NS(=O)(=O)c2ccccc2)CCN1C(=O)CC(c1ccccc1)c1ccccc1 (stereo unspecified)	7%	-5
CC(=O)c1cccc(-c2ccnc3c2CC(C(=O)Nc2ccc(C(C)C)cc2)O3)c1 (stereo unspecified)	5%	-2
COc1ccc(-c2csc(C(C)(O)c3ccccc3)n2)cn1 (stereo unspecified)	-7%	-7
CCC(=O)N1Cc2cc(C(=O)Nc3nccs3)nc(-c3cccc(-c4ccccc4OC)c3)c2[C@H]1CCO	0%	-3
CSCCC(NC(=O)OCc1ccccc1)NC(=O)OCc1ccccc1	11%	-1
CCc1nc2ccc(C(=O)N3CCN(C)CC3)cn2c1N(C)CCC(C)C	14%	3
COc1ccc(NC(=O)C2Cc3c(-c4ccc(Cl)cc4)ccnc3O2)cc1 (stereo unspecified)	2%	-2
CN(C)CCNC(=O)c1cccc2c(-c3ccc(F)c(F)c3)coc12	10%	-3
CC1(C(=O)Nc2ccc3c(c2)OCCO3)CCN1C(=O)c1ccccc1CCc1ccccc1 (stereo unspecified)	5%	1
Clc1ccccc1-c1ccc2nccn2c1	1%	-1
Nc1nc2c(ncn2CCC(CO)CO)c(=O)[nH]1	-1%	-2
CCC1OC(C2CC2)CC2=C1C(=O)OC(C)(C)O2 (stereo unspecified)	0%	-1
COc1ccc(CNC(=O)OC2CC3CC2[C@H]2CCCCN2C3=O)cc1 (stereo partly specified)	-2%	-3
